Peg3 promoter = Peg3 promoter activity inhibition; 1.7% of 360,000 active; HeLa PEG-Prom luciferase reporter, luminescence, overnight; AID 588405; inhibition, % at 20 µM;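 active = inhibition of at least 50% at 20 µM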
HIF-2a block = inhibitors of HIF-2a; 786-0 RCC cells HIF-2a reporter, luciferase luminescence, overnight; 0.72% of 360,000 active; inhibition, % at 18.8 µM;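 active = inhibition of the luminescence signal of 40% or more relative to plate controls, in a single-dose primary screen at 18.75 µM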
NR2E3 ag-1 = human photoreceptor-specific nuclear receptor agonism; Q9Y5X4; CHO-S Gal4-NCOR/VP16-NR2E3 two-hybrid, luciferase; inhibition of corepressor binding, % at 3.98 µM; 0.35% of 360,000 active; AID 602229;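 active = inhibition above the mean of all tested compounds plus 3 SD, cut at about 70% in these data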;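 also: 0% = DMSO with NR2E3 transfected cells and 100% = cells lacking NR2E3 construct; higher means lower luciferase signal from less NR2E3 corepressor binding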
Target sequence (Q9Y5X4 whole entry, looked up, the tested form may be a part): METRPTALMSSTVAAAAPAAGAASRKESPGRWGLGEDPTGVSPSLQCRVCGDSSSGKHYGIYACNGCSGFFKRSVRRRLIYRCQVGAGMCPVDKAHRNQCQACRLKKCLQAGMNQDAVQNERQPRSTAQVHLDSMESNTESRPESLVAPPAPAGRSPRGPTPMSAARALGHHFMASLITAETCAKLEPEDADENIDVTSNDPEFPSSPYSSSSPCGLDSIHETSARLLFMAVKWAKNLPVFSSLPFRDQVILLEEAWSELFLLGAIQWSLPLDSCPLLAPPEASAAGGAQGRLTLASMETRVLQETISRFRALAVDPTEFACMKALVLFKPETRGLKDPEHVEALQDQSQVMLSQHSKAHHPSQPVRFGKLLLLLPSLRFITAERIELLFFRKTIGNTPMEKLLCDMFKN
CF NFkB inh = blocks PAF-induced NF-kB reporter in cystic fibrosis cells; KKLEB NF-kB-GFP reporter, GFP fluorescence overnight; AID 588850; 0.86% of 360,000 active; inhibition, % at 5 µM;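 active = at least 50% inhibition at 5 µM, scaled per plate between neutral and stimulator controls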;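 also: PAF is a Pseudomonas aeruginosa culture filtrate used as stimulus; plate controls were PAF-stimulated DMSO wells for no effect and unstimulated DMSO wells for full effect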
CaV13 FRET inh = Disruptors of the CACNA1D IQ motif to Ca2+-dependent inactivation inhibitor domain association, primary screening, Förster resonance energy transfer in intact living …. HEK cells, CFP/YFP FRET ICDI-IQ, plate reader, 10 min; percent FRET-ratio fall versus neutral wells. inhibition, % at 12.3 µM. 0.098% of 340,000 active. AID 743397;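 active = mean replicate inhibition of at least 30% and at least 1% of replicates passing that level; inconclusive = only one of the two criteria is met; inactive = neither criterion is met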;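 also: 0% = median of the neutral control wells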
MITF TRPM1 inh = inhibitors of MITF-driven TRPM1 promoter in melanoma cells; AID 488899; SK-MEL-5 TRPM1 promoter luciferase, 24 h; 0.83% of 330,000 active; inhibition, % at 12.5 µM;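 active = mean inhibition across replicates of 60% or more, whatever share of single replicates reaches that level; inconclusive = some that reach 60%, reason not given; inactive = mean inhibition across replicates below 60%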; also: values of inactives mirror those of a sister screen read the other way
Shn3 3UTR inh = inhibitors of Schnurri-3 3'UTR reporter in osteoblasts. 0.52% of 360,000 active. inhibition, % at 12.5 µM. Clone20 osteoblast Shn3 3'UTR firefly luciferase, 24 h;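 active = mean inhibition of at least 75% with every replicate also reaching 75%; inconclusive = mean inhibition at least 75% but some replicate below; inactive = mean inhibition below 75%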;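 also: 0% = median of neutral control wells and 100% = pilot-screen positive control compound; some compounds past the cut are filed as inactive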
KKLEB cytotox = CF airway cell cytotoxicity counter-screen | activity change (cytotoxicity), % at 5 µM | 0.36% of 360,000 active | AID 602141 | KKLEB CF airway cells viability, ATPlite luminescence, overnight; hits give low values; cells stimulated with P. aeruginosa culture filtrate;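 active = corrected activity change at or below -50% at 5 µM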
PDI turbidity = blocks human protein disulfide isomerase activity; P07237; PDI insulin aggregation turbidity, A650, 90 min; inhibition, % at 10 µM; 0.052% of 350,000 active;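 active = mean inhibition across replicates of 30% or more, whatever share of single replicates reach that level; inconclusive = mean inhibition below 30% while every single replicate reaches 30%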;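 also: absorbance from insulin aggregation driven by PDI reduction with DTT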
Target sequence (P07237 whole entry, looked up): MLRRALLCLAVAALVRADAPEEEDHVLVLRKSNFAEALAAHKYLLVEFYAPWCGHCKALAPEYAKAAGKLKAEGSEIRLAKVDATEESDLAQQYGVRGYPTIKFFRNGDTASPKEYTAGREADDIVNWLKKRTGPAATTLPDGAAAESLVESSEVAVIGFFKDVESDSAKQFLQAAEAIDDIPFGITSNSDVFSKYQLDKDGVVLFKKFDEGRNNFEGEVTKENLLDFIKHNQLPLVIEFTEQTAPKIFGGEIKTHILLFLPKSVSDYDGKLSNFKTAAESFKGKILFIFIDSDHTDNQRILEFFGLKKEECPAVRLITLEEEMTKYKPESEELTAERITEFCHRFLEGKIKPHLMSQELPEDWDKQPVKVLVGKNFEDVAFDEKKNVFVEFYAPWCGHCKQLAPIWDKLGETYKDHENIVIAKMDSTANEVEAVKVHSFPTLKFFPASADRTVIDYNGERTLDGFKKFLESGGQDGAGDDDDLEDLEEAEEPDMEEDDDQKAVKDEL
NR2E3 ag-2 = NR2E3 (human) agonism; Q9Y5X4; GST-NR2E3/biotin-RetCOR TR-FRET, 1536-well; inhibition of corepressor binding, % at 4.78 µM; 0.12% of 320,000 active; AID 2300;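 active = percent inhibition above the cutoff of mean plus 3 SD of all tested compounds, set per screening campaign, cut at about 20% in these data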;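 also: 0% = DMSO wells and 100% = biotin wells as full block of FRET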
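Material: NR2E3–RetCOR corepressor complex / Amount: 1.35 nM GST-NR2E3 / Medium: Tris pH 7.5 / Compound: single nominal compound dose of 4.8 µM / Incubation: 5 h at 4 °C / Technique: TR-FRET, Eu(K)-anti-GST donor, streptavidin-D2 acceptor, ex 340, em 617/671 nm / Read-out basis: percent loss of FRET ratio relative to control wells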
Vif inh = inhibitors of HIV Vif | HEK293T cells, Vif self-association by quenched fluorescence, imaging, 24 h | inhibition, % at 7.49 µM | 0.35% of 340,000 active; in the data active = inhibition above about 50%, passing the limit was not always enough; inconclusive = no clear call, values can overlap the other calls; inactive = below about 31%; also: some results filed as inactive read as strong as hits
* marks the source's active call; other numbers are inactive results; ? = inconclusive; . = no result given; & = joins results of further samples.

SMILES	Peg3 promoter	HIF-2a block	NR2E3 ag-1	CF NFkB inh	CaV13 FRET inh	MITF TRPM1 inh	Shn3 3UTR inh	KKLEB cytotox	PDI turbidity	NR2E3 ag-2	Vif inh
C[C@H](N)C(=O)OCc1ccc([N+](=O)[O-])cc1	-44	19	-5	5	-3	-5	23	3	-3	-2	-19
O=C(Cn1cc(C(=O)c2cccs2)c2ccccc21)NC1CCCCC1	12	13	-5	-16	-5	10	17	-9	-2	3	-10
CN(C(=O)c1ccc(NC(=O)C2CCCN(C(=O)OC(C)(C)C)C2)cc1)C1CCCCC1 (stereo unspecified)	-15	2	4	-2	-3	8	13	-24	8	.	12
COc1ccccc1CNC(=O)COC(=O)CCC(=O)c1cccs1	18	14	-5	21	-3	4	3	0	8	2	4
CCCC(=O)N1CCC1(C)C(=O)NS(=O)(=O)c1cccc(F)c1 (stereo unspecified)	8	3	13	13	-5	.	-9	-4	-5	.	3
O=C(CN(Cc1ccc(Cl)cc1)C(=O)c1csnn1)NCc1ccc(F)cc1	9	11	15	5	-3	13	9	-9	-6	1	-6
CC(NC(=O)c1ccccc1[N+](=O)[O-])C1CC2CCC1C2 (stereo unspecified)	2	11	5	-4	29	5	-3	20	5	4	-4
COc1ccc(OCC(O)Cn2c(N3CCCCC3)nc3c2c(=O)[nH]c(=O)n3C)cc1 (stereo unspecified)	16	11	-2	-15	-4	-4	-18	-9	4	2	6
COc1cc(NC(=O)Nc2cccc(Cl)c2)c(C(=O)O)cc1OC	-1	3	-14	4	-1	1	0	-2	8	0	2
CCN(C(=O)COC(=O)c1ccc(Br)o1)C1CCCCC1	-3	10	9	10	-4	5	-1	10	-1	-3	-1
CC(=O)Nc1cccc(CCc2nc3ccccc3[nH]2)c1	-78	-108	-23	3	-7	-21	-16	9	-1	5	-1
COc1ccc(C(=O)N/N=C/c2c[nH]c3ccccc23)cc1	-76	-151	-15	-5	-5	-6	-16	0	-3	-4	-7
O=C(N/C(=C/c1ccccc1)C(=O)N1CCCCC1)c1ccccc1	5	12	-4	-25	.	7	-5	4	-7	1	-11
COC(=O)c1ccc(-c2csc(NC(=O)C3=COCCO3)n2)cc1	-116	-34	-32	-20	-5	-14	-1	10	0	2	-1
CCCCN(C)C(=S)Nc1ccc2nc(N3CCN(CC)CC3)cc(C)c2c1	-18	-6	1	4	-7	-1	-10	-7	-2	0	-1
CC1CCCN(C(c2cccs2)c2nnnn2Cc2ccccc2)C1 (stereo unspecified)	25	22	-9	3	-4	-6	12	0	-1	2	-1
CC(=O)n1nc(-c2ccncc2)nc1SCC(=O)Nc1cccc(Cl)c1	15	8	1	20	-7	-14	-17	5	-9	1	-4
CCCn1c(CCC(=O)O)nc2cc(S(=O)(=O)N3CCCC3)ccc21	8	12	12	13	-2	-5	12	-16	-1	1	-6
CN1CCNC(=O)C1CC(=O)O (stereo unspecified)	10	5	-5	-6	-4	1	-26	-16	4	0	8
O=C(CN1CCN(c2ccccn2)CC1)Nc1ccccc1F	13	17	-19	-24	-4	-4	-6	-2	17	1	6
CCC1SC(C)C/C(=N/NC(N)=O)C1C (stereo unspecified)	1	16	5	-1	-15	-2	-21	2	2	3	-5
O=C(O)c1c2c(nc3ccccc13)/C(=C/c1ccc(OC(F)F)cc1)CCC2	-101	-136	-113	0	-5	-25	-28	6	-4	1	-9
Cc1nnc(SCC(=O)NC(C)(C)C)n1NCc1ccc(N(C)C)cc1	13	14	-7	-4	-5	-19	4	9	8	0	-1
N#C/C(=C/c1ccc(F)cc1)S(=O)(=O)c1ccccc1	13	15	-11	0	-4	6	1	-3	4	-1	32
COc1cc2ccc(=O)oc2cc1O	-10	9	-11	1	.	-2	17	-1	.	4	-2

14 successive entries already listed:
SMILES	Peg3 promoter	HIF-2a block	NR2E3 ag-1	CF NFkB inh	CaV13 FRET inh	MITF TRPM1 inh	Shn3 3UTR inh	KKLEB cytotox	PDI turbidity	NR2E3 ag-2	Vif inh
C[C@H](N)C(=O)OCc1ccc([N+](=O)[O-])cc1	-44	19	-5	5	-3	-5	23	3	-3	-2	-19
O=C(Cn1cc(C(=O)c2cccs2)c2ccccc21)NC1CCCCC1	12	13	-5	-16	-5	10	17	-9	-2	3	-10
CN(C(=O)c1ccc(NC(=O)C2CCCN(C(=O)OC(C)(C)C)C2)cc1)C1CCCCC1 (stereo unspecified)	-15	2	4	-2	-3	8	13	-24	8	.	12
COc1ccccc1CNC(=O)COC(=O)CCC(=O)c1cccs1	18	14	-5	21	-3	4	3	0	8	2	4
CCCC(=O)N1CCC1(C)C(=O)NS(=O)(=O)c1cccc(F)c1 (stereo unspecified)	8	3	13	13	-5	.	-9	-4	-5	.	3
O=C(CN(Cc1ccc(Cl)cc1)C(=O)c1csnn1)NCc1ccc(F)cc1	9	11	15	5	-3	13	9	-9	-6	1	-6
CC(NC(=O)c1ccccc1[N+](=O)[O-])C1CC2CCC1C2 (stereo unspecified)	2	11	5	-4	29	5	-3	20	5	4	-4
COc1ccc(OCC(O)Cn2c(N3CCCCC3)nc3c2c(=O)[nH]c(=O)n3C)cc1 (stereo unspecified)	16	11	-2	-15	-4	-4	-18	-9	4	2	6
COc1cc(NC(=O)Nc2cccc(Cl)c2)c(C(=O)O)cc1OC	-1	3	-14	4	-1	1	0	-2	8	0	2
CCN(C(=O)COC(=O)c1ccc(Br)o1)C1CCCCC1	-3	10	9	10	-4	5	-1	10	-1	-3	-1
CC(=O)Nc1cccc(CCc2nc3ccccc3[nH]2)c1	-78	-108	-23	3	-7	-21	-16	9	-1	5	-1
COc1ccc(C(=O)N/N=C/c2c[nH]c3ccccc23)cc1	-76	-151	-15	-5	-5	-6	-16	0	-3	-4	-7
O=C(N/C(=C/c1ccccc1)C(=O)N1CCCCC1)c1ccccc1	5	12	-4	-25	.	7	-5	4	-7	1	-11
COC(=O)c1ccc(-c2csc(NC(=O)C3=COCCO3)n2)cc1	-116	-34	-32	-20	-5	-14	-1	10	0	2	-1

Next structures
SMILES	Peg3 promoter	HIF-2a block	NR2E3 ag-1	CF NFkB inh	CaV13 FRET inh	MITF TRPM1 inh	Shn3 3UTR inh	KKLEB cytotox	PDI turbidity	NR2E3 ag-2	Vif inh
COc1ccc(-c2nc3cc(C)ccn3c2NC2CCCCC2)cc1SC1CCCCC1	43	6&-27	-3&-9	36	-11&-12	-11	-6	-25	-2	.	0
Cc1ccc(-c2c3c(=O)n(C)c(=O)n(C)c3cn2CCCN2CCOCC2)cc1	11	10	0	-3	-5	17	12	-2	6	0	-2
Cc1cc(C(=O)CSc2nncs2)c(C)n1-c1ccc2c(c1)OCO2	-217	-204	-49	1	.	-70	-10	5	4	2	-32
Cn1c(NCCN2CCCC2)nc2cc(-c3ccsc3)sc2c1=O	-4	-21	-9	4	-12	.	7	-3	3	.	-5
COc1ccc(CN2C3CCCC2CC(NC(=O)Nc2cccc(C)c2)C3)cc1 (stereo unspecified)	11	1	-13	-8	-4	-11	20	2	1	2	-25
CCOc1ccc(CC(=O)NNC(=S)Nc2ccccc2)cc1Br	-1	10	13	-3	.	5	-7	14	1	5	0
CC(=O)C1=CCC(c2ccc(C)cc2)N(S(=O)(=O)c2ccc(C)cc2)C1 (stereo unspecified)	-5	13	6	17	-3	.	10	-36	.	.	-6
COc1cc(CN2C[C@@H](CO)O[C@@H](n3cnc4c(N5CCN(C)CC5)ncnc43)C2)cc(OC)c1OC	2	-1	1	-4	-10	.	-8	22	-66	.	3
Cc1ccc(S(=O)(=O)c2c(CO)c(-c3ccccc3)nn2C)cc1	26	14	19	8	-3	17	12	1	-8	5	-5
O=C(c1ccc(S(=O)(=O)c2ccc(Cl)cc2)cc1)N1CCOCC1	7	14	-15	-12	-4	4	12	11	-2	-1	-2
C/C(Cn1nnc([N+](=O)[O-])n1)=N\NC(=O)c1ccccc1	13	-6	-124	-6	-8	39	-6	2	13	-4	20
CN(CCNC(=O)C1CCCN(c2ncnc3c2nc2n3CCCCC2)C1)Cc1ccccc1 (stereo unspecified)	-3	5	15	-44	-14	-5	0	9	0	0	2
COc1ccc(NC(=O)c2cccc3c(-c4cccnc4)coc23)cc1	4	-38	-40	-2	-7	.	2	6	-48	.	6
CC(=O)c1c(C)n(CCc2ccc(Cl)cc2)c2ccc(O)cc12	8	2	-23	8	-5	7	2	7	4	0	10
CC1(C(=O)Nc2ccc(Cl)cc2)Cc2c(-c3cccc(C(N)=O)c3)ccnc2O1 (stereo unspecified)	24	5	-58	-9	-4	.	28	-9	-2	.	-5
CN(Cc1ccccc1)C(=O)CN(Cc1ccccc1)S(C)(=O)=O	16	6	6	-9	-4	1	9	13	-7	-1	5
FC(F)(F)c1nc(SCc2ccccc2)n[nH]1	7	-4	-15	-2	4	-3	3	-7	15	5	-3
O=C(COC(=O)/C=C/c1ccccc1)Nc1nnc(-c2ccccc2)o1	13	9	-13	-17	-15	-2	-12	11	2	-2	?
CCOCCCN(C)C1CCN(C(=O)c2oc3ccccc3c2NC(=O)Cc2cccc([N+](=O)[O-])c2)CC1	0	19	9	-2	-7	0	-1	4	0	-3	2
O=S(=O)(Nc1ccccn1)c1cc(Cl)ccc1Cl	26	13	-21	-4	-2	-2	-1	9	-1	-1	-17
COc1ccc(NC(=O)c2ccc(-c3ccc(OC)cc3)s2)cc1	-16	-8	-96	-8	5	-20	5	7	-18	-7	-10
COc1cc(NC(=O)C/C(C)=N/NC(=O)c2cccs2)c(OC)cc1Cl	-9	-55	-87	-20	-5	1	-7	-2	-1	5	-1
O=CN1CCN(C2CC(=O)N(c3ccc4c(c3)OCO4)C2=O)CC1 (stereo unspecified)	2	3	20	-10	-4	4	11	1	5	4	-3
Fc1ccc(-c2nnc(Cc3nnc(-c4ccc(F)cc4)o3)o2)cc1	14	22	-12	7	.	5	-9	-10	-10	4	.
COc1ccccc1NC(=O)Cc1nn(C)c(=O)c2ccccc12	0	15	74*	-5	.	23	?	-11	0	1	-44
CC(=O)Nc1cc(O)cc(O)c1	3	9	-3	-12	6	-11	4	12	3	1	-4
c1ccc2cc(OCCN3CCCC3)ccc2c1	-17	-22	-15	-23	.	-4	-15	3	-1	4	8
Oc1ccc(/C=N/Nc2ncc(Br)cn2)c(O)c1	-77	-251	-112	-3	-6	-8	63	25	3	-3	-10
CCN(CC)S(=O)(=O)c1ccc(OC)c(NC(=O)COc2ccccc2[N+](=O)[O-])c1	6	9	-1	2	8	11	7	-5	-3	2	2
